From PubChem
12-LOX inh – ALOX12 (human) lipoxygenase inhibition. P18054. purified 12hLO, xylenol orange hydroperoxide absorbance. Potency, µM (titrated, usually from 108 µM), inactives show at the highest dose activity change, negative = inhibition, most hits filed as inhibitors. 580,000 compounds, 1.1% hits. AID 1671190; active means well fitted inhibition curve with a large enough effect; inconclusive means small, poorly fitted or top-dose-only effect, or another doubt; inactive means no such curve, though single readings can be large or run the other way
Target sequence (P18054 whole entry, looked up): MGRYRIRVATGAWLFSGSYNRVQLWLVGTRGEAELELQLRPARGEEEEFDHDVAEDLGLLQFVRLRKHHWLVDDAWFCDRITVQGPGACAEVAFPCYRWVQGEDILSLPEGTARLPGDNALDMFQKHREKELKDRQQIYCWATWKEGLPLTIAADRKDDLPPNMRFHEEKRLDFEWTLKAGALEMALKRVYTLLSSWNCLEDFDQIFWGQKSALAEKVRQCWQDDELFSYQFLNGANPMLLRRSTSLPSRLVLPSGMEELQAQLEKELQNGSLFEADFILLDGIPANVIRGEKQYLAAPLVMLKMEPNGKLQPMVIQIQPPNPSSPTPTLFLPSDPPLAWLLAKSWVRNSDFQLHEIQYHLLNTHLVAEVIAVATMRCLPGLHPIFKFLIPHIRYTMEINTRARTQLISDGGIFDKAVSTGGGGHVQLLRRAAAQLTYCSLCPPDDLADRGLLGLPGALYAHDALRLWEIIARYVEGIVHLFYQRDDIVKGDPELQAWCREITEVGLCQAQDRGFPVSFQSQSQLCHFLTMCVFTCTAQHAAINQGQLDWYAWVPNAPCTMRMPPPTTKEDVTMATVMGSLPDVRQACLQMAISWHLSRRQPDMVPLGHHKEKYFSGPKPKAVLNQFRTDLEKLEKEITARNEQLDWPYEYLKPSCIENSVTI
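Purified human 12hLO (150 nM final) in 25 mM Hepes, 0.01% Triton X-100, pH 7.0 was preincubated 15 min at room temperature with compound. Then 40 uM arachidonic acid was added, 30 min. Hydroperoxide was read by Fe-XO absorbance ratio 573/405 nm.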
The depositor's hits bear a star; [ ] = dose if it differs, or a comment. On the % scale 0 is the no-effect control and ±100 the full control effect; potency means the concentration at half of the fitted maximal effect.

`CCCc1ccc(S(=O)(=O)N2CCN(C3CCN(CCC(C)C)C3=O)CC2)cc1` (stereo not given) gave 12-LOX inh 4%.
Screening CN(Cc1ccccc1)c1ccc(C(=O)N2CCC(CN3CCCC3=O)CC2)cn1 returned 12-LOX inh 10%.
Screening CC(=O)Nc1ccc(C2(C(=O)NCc3ccccc3C)CCC2)cc1 returned 12-LOX inh 15%.
Screening O=C1CCN(C(=O)c2ccccc2)CCCC(C(=O)NCC2CC2)CCN1 (stereo not given) returned 12-LOX inh 18%.
COc1ccc(C(=O)N2CCC3(CC2)c2[nH]c4ccccc4c2CCN3C)c(OC)n1 was read as 12-LOX inh 4%.
`O=C(c1nccc2ccccc12)N1CCC(N2C(=O)C(O)C23CCCCC3)CC1` (stereo not given) gave 12-LOX inh 12%.
`Cc1[nH]nc2c1C(c1ccc3c(c1)OCO3)N(Cc1ccccc1)C2=O` (stereo not given) gave 12-LOX inh -10%.
O=C(c1ccc(SCCO)cc1)N1CCCC(CO)(CC2CC2)C1 (stereo not given) was read as 12-LOX inh -1%.
Cc1cccc(C(=O)N[C@@H]2CN(Cc3cccnc3)C[C@H]2CN(C)C)c1 was read as 12-LOX inh 51%[activator].
Screening CCCNC(=O)NC1CCc2nn(CC3CC3)c(=O)n2CC1 (stereo not given) returned 12-LOX inh 6%.
`O=C(CC1CCN(S(=O)(=O)c2cccc(F)c2)C1)NCc1ccccc1` (stereo not given) gave 12-LOX inh 14%.
`CC(=O)N1CCn2cc(C(=O)N3CCOCC3)nc2C1` gave 12-LOX inh -1%[12.5 µM].
For O=C(OCC(=O)C12CC3CC(CC(C3)C1)C2)c1cc(F)c(F)cc1Cl the results were 12-LOX inh -19%.
`Cc1ccc(C(=O)COC(=O)c2ccc(O)cc2)s1` gave 12-LOX inh inconclusive.
Screening CC(=O)c1cccc(C#Cc2ccccc2)c1 returned 12-LOX inh -62%.
Screening O=C(CCc1nc(CSc2n[nH]c(-c3cccc(F)c3)n2)no1)Nc1cccc2ccccc12 returned 12-LOX inh -15%.
For O=C1NC[C@@H](CCC(=O)N2CCN(c3ccccc3)CC2)N2C[C@@H](NCc3ccc(CO)o3)C[C@@H]12 the results were 12-LOX inh 10%.
For COc1ccc(S(=O)(=O)N[C@H]2CC[C@@]34CCCN3C(=O)CCC[C@H]4[C@H]2Cc2ccccc2)cc1 the results were 12-LOX inh -29%.
Screening O=C(CSc1nc2cc(Cl)ccc2s1)NC1CCCCC1 returned 12-LOX inh -29%.
Screening COc1cccc(C(=O)N[C@H](C(=O)N2CCC[C@H]2C(=O)NCCc2ccccc2Cl)C(C)C)c1 returned 12-LOX inh -17%.
COc1ccccc1-c1nnc(SCc2nnc(C)o2)n1CCc1ccccc1 was read as 12-LOX inh 4%.
`Cc1cccc(NC(=O)c2ccc(CN3C(=O)NC4(CCOCC4)C3=O)cc2)c1` gave 12-LOX inh 10%.
`CCOC(=O)c1cc(C)nc2c1c(=O)n(Cc1nc(-c3cc(C)ccc3C)oc1C)c(=O)n2C` gave 12-LOX inh 8%.
Cc1nc(-c2c3n(c(=O)n(CC(=O)Nc4ccc(F)cc4F)c2=O)CCCC3)no1 was read as 12-LOX inh 8%.
`Cc1ccc(NC(=O)C2CCN(c3cnc4ccccc4n3)CC2)cc1F` gave 12-LOX inh inconclusive.
Cc1cc(C)c2[nH]c(CSc3nnc(-c4cccc(F)c4)n3C)cc(=O)c2c1 was read as 12-LOX inh inconclusive.
Screening CC(=O)N(Cc1cc2cccc(C)c2[nH]c1=O)C(C)(C)C returned 12-LOX inh 33%.
CCN1C(=O)C2CC3(CCN(C(=O)c4ccn[nH]4)CC3)CN2C1=O (stereo not given) was read as 12-LOX inh -11%.
For COc1cccc(-c2n[nH]c3ccnc(-c4cccc(C(C)=O)c4)c23)c1 the results were 12-LOX inh 0%.
O=C(Nc1ccccc1)c1nc2c(o1)CCN(Cc1cccs1)CC2 was read as 12-LOX inh 1%[176 µM].
`COCCNc1ncnc2c1CN(c1ccc(C)cc1)C(=O)N(C)C2` gave 12-LOX inh -15%[176 µM].
`CCOc1ccc2c(=O)c(Oc3ccc(OC)cc3)c(C)oc2c1` gave 12-LOX inh 3%.
O=C(NCC1Cc2cc(F)cc(-c3cnccn3)c2O1)c1cccc(Cl)c1 (stereo not given) was read as 12-LOX inh 10%.
Screening Cc1cc(NC(=O)c2ccc3c(c2)N(C)C2CCCCN2C3=O)ccc1Br (stereo not given) returned 12-LOX inh 0%.
CC1CCC(NC(=O)COC(=O)c2cc3ccccc3[nH]2)CC1 (stereo not given) was read as 12-LOX inh -2%.
For CC1=C[C@@H](CN2CCN(CCO)CC2)[C@H](C(C)C)C[C@H]1Cc1nnc(-c2ccc(C)cc2)o1 the results were 12-LOX inh 22%.
CCC(C)NC(=O)C(NC(=O)c1cccs1)C1CCN(S(=O)(=O)c2ccc(OC)cc2)CC1 (stereo not given) was read as 12-LOX inh 35%.
`Cc1ccccc1S(=O)(=O)N1CCC(CCC(=O)NC2CCS(=O)(=O)C2)CC1` (stereo not given) gave 12-LOX inh 46%[activator].
Screening CCN(Cc1ccncc1)C(=O)[C@@H](CO)c1ccccc1 returned 12-LOX inh 52%.
Screening CN(Cc1ccc(Cl)cc1)C(=O)Cn1nnn(-c2cccs2)c1=O returned 12-LOX inh inconclusive.
Screening COCCOCC(=O)N1C[C@@H](Oc2ccccc2)C[C@H]1C(=O)N1CCOCC1 returned 12-LOX inh 76%[activator].
Screening CCN(CC)CCNC(=O)C1N(C(C)C)C(=O)C12CCCC2 (stereo not given) returned 12-LOX inh 10%.
COc1ccc(CNC(=O)CC2CCOCC2)cc1 was read as 12-LOX inh 25%.
For O=C(c1ccc2cncn2c1)N1CCOCC1 the results were 12-LOX inh 46%[activator][176 µM].
O=C(c1ccoc1)N1CCC(Oc2cccnc2)C1 (stereo not given) was read as 12-LOX inh 19%.
Screening Cc1cc(-n2c(SCC(=O)NCC3CCCO3)nc3ccsc3c2=O)ccc1F (stereo not given) returned 12-LOX inh inconclusive.
For O=C(O)CCCCCCCCCCCC(=O)O the results were 12-LOX inh -2%.
For COc1cc(OC)cc(C(=O)N2CCCC(c3noc(COc4ccccc4F)n3)C2)c1 (stereo not given) the results were 12-LOX inh 25%.
For CCOC(=O)c1c(C)oc2ncnc(NCC3CCN(Cc4ccccc4F)CC3)c12 the results were 12-LOX inh -3%.
Cc1noc(C)c1CN1C[C@@H]2C(C(=O)Nc3ccccc3)=NO[C@@H]2C1 was read as 12-LOX inh 4%[176 µM].
Screening CCOC(=O)c1cnc2ccc(OC)cc2c1Nc1ccccc1CC returned 12-LOX inh -17%.
CC(C)(C)CC(=O)Nc1ccncc1 was read as 12-LOX inh -29%.
Screening CCN1CCc2c(sc(NC(=O)Nc3cccc(Cl)c3)c2C(N)=O)C1 returned 12-LOX inh -20%.
`O=C(CC1CC2CCC1C2)Nc1ccc(F)cc1` (stereo not given) gave 12-LOX inh 51%[activator].
COc1cc(/C=C/C(=O)C23CC4CC(CC(C4)C2)C3)cc(OC)c1OC was read as 12-LOX inh 11%.
`CCc1ccc(-c2nc(-c3nc(-c4cccs4)cs3)sc2C)cc1` gave 12-LOX inh -11%.
Cc1ccc(CNC(=O)N2CCCC(Cc3nncn3-c3ccccc3)C2)cc1 (stereo not given) was read as 12-LOX inh 38%[activator].
`O=C(c1cccc(F)c1)N1CCC[C@@]2(CCN(c3cccc(-c4ccccc4)c3)C2)C1` gave 12-LOX inh 1%[57.4 µM].
Screening CCN(Cc1cccc(F)c1)C(=O)Cn1nnn(-c2cccs2)c1=O returned 12-LOX inh -24%.
`CC1=CC2C(=O)c3cccc(O)c3C(=O)C2C(O)=C1` (stereo not given) gave 12-LOX inh inconclusive.

Among those listed so far, eight contain an NH in an aromatic ring:
COc1ccc(C(=O)N2CCC3(CC2)c2[nH]c4ccccc4c2CCN3C)c(OC)n1 was read as 12-LOX inh 4%.
`Cc1[nH]nc2c1C(c1ccc3c(c1)OCO3)N(Cc1ccccc1)C2=O` (stereo not given) gave 12-LOX inh -10%.
Screening O=C(CCc1nc(CSc2n[nH]c(-c3cccc(F)c3)n2)no1)Nc1cccc2ccccc12 returned 12-LOX inh -15%.
Cc1cc(C)c2[nH]c(CSc3nnc(-c4cccc(F)c4)n3C)cc(=O)c2c1 was read as 12-LOX inh inconclusive.
Screening CC(=O)N(Cc1cc2cccc(C)c2[nH]c1=O)C(C)(C)C returned 12-LOX inh 33%.
CCN1C(=O)C2CC3(CCN(C(=O)c4ccn[nH]4)CC3)CN2C1=O (stereo not given) was read as 12-LOX inh -11%.
For COc1cccc(-c2n[nH]c3ccnc(-c4cccc(C(C)=O)c4)c23)c1 the results were 12-LOX inh 0%.
CC1CCC(NC(=O)COC(=O)c2cc3ccccc3[nH]2)CC1 (stereo not given) was read as 12-LOX inh -2%.

(further entries)
Screening Cc1cc(C)n(CCC(=O)NC2CCCN(c3cc(-c4ccc(Cl)cc4)[nH]n3)C2)n1 (stereo not given) returned 12-LOX inh 35%[activator].
Screening Cc1cc(C(=O)Cn2c(Cl)nc3c2c(=O)n(C)c(=O)n3C)c(C)n1CCc1ccccc1 returned 12-LOX inh -7%.
`O=C(O)CC12CC3CC(C1)CC(O[N+](=O)[O-])(C3)C2` gave 12-LOX inh -18%.
Screening CC(C)CN[C@@H]1C[C@H](COc2ccc(S(C)(=O)=O)cc2)[C@@H](O)[C@H]1O returned 12-LOX inh 16%[176 µM].
CC(O)C(=O)Nc1ccc(C(N)=O)cc1 (stereo not given) was read as 12-LOX inh 8%.
For COCC1(CNCc2cnn(C)c2)C[C@@H](O)[C@@H](O)C1 (stereo not given in full) the results were 12-LOX inh inconclusive.
For CCOCCOC1CCN(C(=O)Nc2ccc(OC)cc2)CC1 the results were 12-LOX inh 47%[activator].
Screening O=C(CN1CCC(C(=O)N2CCCCCC2)CC1)c1c[nH]c2ccccc12 returned 12-LOX inh 14%.
C=CCn1c(NCCN(CC)CC)nc2c1c(=O)[nH]c(=O)n2C was read as 12-LOX inh -9%.
`COc1ccc(/C(O)=C2\C(=O)C(=O)NC2c2ccc(C(C)(C)C)cc2)cc1F` (stereo not given) gave 12-LOX inh inconclusive.
`Cc1cc(=O)n(CC(=O)NC(C)CCc2ccccc2)c(N2CCc3ccccc3C2)n1` (stereo not given) gave 12-LOX inh 3%.
Screening O=S(=O)(c1ccc(=S)[nH]n1)C1CCCCC1 returned 12-LOX inh inconclusive.

As a working copy, some entries already given:
`O=C(O)CC12CC3CC(C1)CC(O[N+](=O)[O-])(C3)C2` gave 12-LOX inh -18%.
Screening CC(C)CN[C@@H]1C[C@H](COc2ccc(S(C)(=O)=O)cc2)[C@@H](O)[C@H]1O returned 12-LOX inh 16%[176 µM].
CC(O)C(=O)Nc1ccc(C(N)=O)cc1 (stereo not given) was read as 12-LOX inh 8%.
For COCC1(CNCc2cnn(C)c2)C[C@@H](O)[C@@H](O)C1 (stereo not given in full) the results were 12-LOX inh inconclusive.

Remaining list, next part:
For Cc1nc([C@@H]2CN(C(=O)c3ccc(Br)o3)C[C@H]2C(N)=O)n[nH]1 the results were 12-LOX inh 21%.
For COC[C@@H]1CN(S(=O)(=O)c2cccc(OC)c2)C[C@H]1C(N)=O the results were 12-LOX inh -1%.
For O=c1c2c3c(sc2nc2c4ccccc4c(N4CCCCC4)nn12)CCC3 the results were 12-LOX inh -1%.
`COCC(=O)N[C@H]1CCN2C(=O)c3cc(Br)ccc3NC(=O)[C@@H]2C1` gave 12-LOX inh 1%[176 µM].
For CCOc1ccccc1NC(=O)CSc1nnc(-n2nc(C)cc2C)n1N the results were 12-LOX inh 38%.
Screening Cc1nc(C)c(C(=O)N2CCCC2c2nc(CCOCC3CCCC3)no2)s1 (stereo not given) returned 12-LOX inh 33%.
Cc1c(CO)[nH]c2ccc(Br)cc12 was read as 12-LOX inh inconclusive.
Screening COC(=O)[C@@H](NC(=O)Nc1ccc2oc(-c3cccnc3)nc2c1)C(C)C returned 12-LOX inh -2%.
For Cn1nccc1CN1CCn2c(nnc2-c2ccccc2)C1 the results were 12-LOX inh 8%[12.5 µM].
For O=C(NCc1cccc(Cl)c1)c1ccc(Cn2ccn3nc4c(c3c2=O)CCCC4)cc1 the results were 12-LOX inh -1%.
Screening OCCCc1nc2ccc(Br)cc2[nH]1 returned 12-LOX inh 1%.
CCN(CC)S(=O)(=O)c1ccc(=O)n(CC(=O)c2c[nH]c3ccccc23)c1 was read as 12-LOX inh -5%.
Screening Fc1ccc(Cl)cc1-c1nc(Nc2ccncc2)c2nccnc2n1 returned 12-LOX inh -19%[57.4 µM].
For Cc1cc2ncc(C(=O)NC3CCCCCC3)cn2n1 the results were 12-LOX inh 9%[176 µM].
Screening CCOc1cccc(CNC(=O)c2cc3n(n2)CC(c2ccc4c(c2)OCO4)OC3)c1 (stereo not given) returned 12-LOX inh 60%[activator].
Screening Cn1c(=O)c(-c2ccc(F)c(F)c2)nc2cncnc21 returned 12-LOX inh inconclusive.
CC(=O)N1CCN(c2ccc([N+](=O)[O-])c(-n3nc(-c4ccc(C)cc4)c4ccccc4c3=O)c2)CC1 was read as 12-LOX inh -7%.
`COc1ccc(NC(=O)Cc2nnc(SCC(=O)NC34CC5CC(CC(C5)C3)C4)n2C)cc1` gave 12-LOX inh -4%.
`CCC(=O)c1ccc(OC(=O)/C=C/c2cccc(Cl)c2)cc1` gave 12-LOX inh inconclusive.
O=C1NCCCc2[nH]c(CCSCc3ccc(Cl)cc3)nc21 was read as 12-LOX inh 83%[activator].
For CC(NC(=O)CSc1nnc(-c2ccncc2)n1-c1ccc(F)cc1)c1ccc2c(c1)OCCO2 (stereo not given) the results were 12-LOX inh 2%.
COc1ccc(-c2nn(-c3ccccc3)cc2CN2CCN(C)C(C)C2)c(F)c1 (stereo not given) was read as 12-LOX inh 0%.
For COc1ccc(C(C)=O)cc1CN1CCCC(C)C1 (stereo not given) the results were 12-LOX inh 4%.
`Cc1c(CC(=O)O)c(=O)oc2cc(OCc3ccc4ccccc4c3)ccc12` gave 12-LOX inh 9%.
COc1cccc(C(=O)N2CCC(N3C[C@H](O)C[C@H]3C(=O)NCc3ccc(F)cc3)CC2)c1 was read as 12-LOX inh 41%[activator].

The list is partial; rates above refer to the full screens.
